Source: PubChem (National Center for Advancing Translational Sciences (NCATS))
PLK1 PBD block: inhibitors of human PLK1 polo-box domain binding | P53350 | Plk1 PBD binding of FITC phosphopeptide, fluorescence polarization | Potency, µM, for inactives: max response, negative = inhibition, most hits filed as inhibitors | 360,000 compounds, 2.8% hits | AID 720504; also: potency is read from the fitted curve at half-maximal effect; series mostly up to about 57 µM; % is scaled to controls: 0 for no effect and ±100 for the full control effect; nearly all actives have a fitted effect of over 65% in size
Target sequence (P53350 whole entry, looked up, the tested form may be a part): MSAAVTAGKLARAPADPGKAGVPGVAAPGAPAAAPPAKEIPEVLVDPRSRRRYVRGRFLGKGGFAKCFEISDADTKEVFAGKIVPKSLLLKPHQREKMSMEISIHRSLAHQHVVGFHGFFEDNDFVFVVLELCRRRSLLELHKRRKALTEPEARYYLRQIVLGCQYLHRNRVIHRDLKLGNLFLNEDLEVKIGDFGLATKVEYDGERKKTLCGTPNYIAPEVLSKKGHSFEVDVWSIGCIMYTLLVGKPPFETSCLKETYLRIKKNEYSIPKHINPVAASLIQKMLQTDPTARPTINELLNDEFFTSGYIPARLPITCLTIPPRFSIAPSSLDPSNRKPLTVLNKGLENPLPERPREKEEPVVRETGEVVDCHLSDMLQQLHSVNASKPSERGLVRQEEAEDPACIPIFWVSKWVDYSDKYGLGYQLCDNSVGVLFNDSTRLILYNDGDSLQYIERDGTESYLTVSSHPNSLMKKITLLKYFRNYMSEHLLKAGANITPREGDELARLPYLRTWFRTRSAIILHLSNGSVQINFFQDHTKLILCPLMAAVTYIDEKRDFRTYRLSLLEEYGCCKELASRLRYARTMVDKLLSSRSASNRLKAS
Abeta rescue: restores growth of yeast expressing A-beta42 peptide | yeast expressing A-beta42, growth rescue, OD600, 48 h; response scale: 0% DMSO, 100% iron-clioquinol control | Potency, µM (highest dose often 46.1 µM), for the others: at the highest dose growth rescue, most hits filed as activators | 410,000 compounds, 0.063% hits | AID 1347071; also: potency is read from the fitted curve at half-maximal effect; nearly all actives have a fitted effect of over 55% in size
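Yeast growth medium received pinned compounds, then yeast cells expressing toxic A-beta were added; plates incubated at 30 C for 48 hr. Growth read as absorbance at 600 nm, normalized to DMSO and equimolar FeCl3 plus clioquinol controls.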
IL-2 act: activates IL-2 in a cell-based reporter assay; activation, % (series mostly up to about 46 µM); 360,000 compounds, 0.065% hits; IL-2 activation reporter assay, cell-based qHTS; stimulated with anti-CD3/CD4/CD28 beads; in transgenic mouse T cells; in the data active = activation above about 50%; inconclusive = mostly about 30% to 49%; also: 0% is about no effect
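Using fluorescent plate cytometry, EGFP and DsRed are detected in transgenic mouse T cells stimulated 18 h at 37 degrees C with antibody-coated beads after 60 min compound pretreatment.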
EPAC1 antagonist: antagonists of human EPAC1; AID 720709; EPAC1 GEF assay, Rap1b-BODIPY-GDP exchange fluorescence; Potency, µM (top dose mostly 115 µM), inactives show at the highest dose activity change, negative = inhibition, most hits filed as inhibitors; O95398; 360,000 compounds, 0.14% hits;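 also: potency is read from the fitted curve at half-maximal effect; plate controls were vehicle for no effect and positive control for full effect; nearly all actives have a fitted effect of over 50% in size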
FUS suppressor: rescues growth of FUS-expressing yeast. S. cerevisiae FUS-expressing, growth rescue, OD600, 24 h. Potency, µM (highest dose often 76.6 µM), for the others: top-dose growth rescue (activation), usual class: activators. 390,000 compounds, 0.24% hits. AID 1347120;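 also: potency is read from the fitted curve at half-maximal effect; plate controls were DMSO vehicle for no effect and reference control for full effect; nearly all actives have a fitted effect of over 55% in size; some results filed as inactive show a strong effect at the top dose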
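Absorbance at 600 nm, taken 24hr after compound addition, measured rescue of FUS-yeast growth at 30C. Induction used 2% galactose with seeding at OD 0.005. Controls: CP55940 from 92uM final, DMSO only.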
WRN inhibitor: blocks human WRN helicase. Q14191. WRN helicase unwinding, fluorescent forked duplex, kinetic. Potency, µM (highest dose often 114 µM), without a hit: at the highest dose activity change, negative = inhibition, hits mostly inhibitors. 360,000 compounds, 0.46% hits. AID 651768; also: potency is read from the fitted curve at half-maximal effect; % is scaled to controls: 0 for no effect and ±100 for the full control effect; nearly all actives have a fitted effect of over 55% in size
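WRN at 20 nM final preincubated with compound 15 min at room temperature; reaction started with 100 nM fluorophore/quencher forked duplex oligonucleotide and 2 mM ATP final. Unwinding followed kinetically by red fluorescence (ex 525, em 598 nm).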
EPAC1 ag: agonists of human EPAC1; O95398; EPAC1 agonist qHTS, biochemical assay; response scale: 100% = response to 6.5 mM cAMP; Potency, µM (titrated, usually from 154 µM), without a hit: at the top dose activation, hits mostly activators; 360,000 compounds, 0.073% hits; AID 720707; also: potency is read from the fitted curve at half-maximal effect; nearly all actives have a fitted effect of over 60% in size
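Compounds were pinned as a concentration titration into mixtures of EPAC1 (100 nM), BODIPY-GDP-loaded Rap1B (250 nM) and GDP (50 uM). After 5 min at room temperature, fluorescence was followed for 30 min; activity was scaled to 6.5 mM cAMP.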
PI5P4K alpha inh: blocks human PI5P4K alpha kinase activity. P48426. PI5P4Kalpha enzyme, ADP-Glo luminescence, 60 min; stronger effect = lower value. max response, %. 330,000 compounds, 1.2% hits. AID 652105; active = max response of -50% or lower; inconclusive = between -30% and -50%; inactive = -30% or higher; also: value at the top dose of about 77 µM; % is scaled to controls: 0 for no effect and ±100 for the full control effect
Target sequence (P48426 whole entry, looked up): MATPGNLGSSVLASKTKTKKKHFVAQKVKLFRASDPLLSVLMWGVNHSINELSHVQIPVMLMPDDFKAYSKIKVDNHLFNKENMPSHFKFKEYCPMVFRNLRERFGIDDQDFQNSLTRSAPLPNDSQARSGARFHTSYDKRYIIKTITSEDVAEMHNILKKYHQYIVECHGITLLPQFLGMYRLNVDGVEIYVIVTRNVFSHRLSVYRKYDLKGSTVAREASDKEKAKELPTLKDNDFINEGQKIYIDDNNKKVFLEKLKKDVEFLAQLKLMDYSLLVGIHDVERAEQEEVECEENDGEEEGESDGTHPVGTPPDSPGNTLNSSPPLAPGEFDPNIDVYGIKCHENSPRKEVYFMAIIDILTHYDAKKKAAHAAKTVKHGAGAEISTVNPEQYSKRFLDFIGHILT
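Enzyme plus substrate dispensed, test compounds pinned in, then ATP (5 microM final) added. After 60 min at RT, ADP-Glo reagent 1 for 45 min and reagent 2 for 30 min preceded luminescence imaging.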
The depositor's hits bear a star; ? = inconclusive; nt = no result given; [ ] = remark or other dose. Unless noted, calls follow the shape of the dose curve; as a rule, active = well fitted curve in the direction sought with a large enough effect; inconclusive = small, poorly fitted or top-dose-only effect, or another doubt; inactive = no such curve, though single readings can be large; an effect the other way counts as inactive or inconclusive.

SMILES	PLK1 PBD block	Abeta rescue	IL-2 act	EPAC1 antagonist	FUS suppressor	WRN inhibitor	EPAC1 ag	PI5P4K alpha inh
CCOC(=O)C1(C(F)(F)F)N=C(c2cccnc2)OC(N2CCCCC2)=N1 (stereo not drawn)	1%	15%	-0.9	-7%	24%	-11%	-6%	8
O=C(Nc1ccccc1)Nc1ccc(F)c([N+](=O)[O-])c1	2%	10%	-4.3	21%	nt	-13%	-3%	-1
COc1ccc(SCC(=O)c2cc(C)c(OC(=S)N(C)C)c(C)c2)cc1	-27%	13%	-0.9	-9%	5%	1%	10%	-1
Cc1cccc(NS(=O)(=O)c2c(C)n[nH]c2C)c1	-4%	12%	-1.6	-3%	-4%	-4%	5%	nt
CC(=O)NCC(=O)NC1CCCc2c1cnn2-c1ccc(C(C)(C)C)cc1 (stereo not drawn)	-15%	-7%	-3.2	-8%	23%	8%	-8%	3
CN1CCC(N(C)C(=O)c2cc(-c3ccccc3Cl)nc3ccccc23)CC1	-20%	2%	-0.1	-13%	-2%	-1%	10%	-2
C=CCSc1nnc2c(n1)-c1cccc3cccc-2c13	-20%	-13%	-0.3	-14%	37%	-6%	-9%	7
O=c1[nH]c(NCCO)nc2ncn(Cc3ccccc3)c12	-8%	-9%	-2.3	-13%	10%	0%	10%	-4
Clc1ccc(-c2cccs2)nn1	-11%	5%	-0.5	-12%	3%	-5%	5%	-4
CC(CNC(=O)COC(=O)c1cccnc1Cl)c1ccccc1 (stereo not drawn)	-6%	-3%	3.4	-18%	8%	0%	-1%	-6
CC1CCCCC1NC(=O)CCCCn1c(=O)[nH]c2ccsc2c1=O (stereo not drawn)	-11%	0%	0.1	4%	19%	0%	7%	3
Cc1nn(C)cc1CN(C)C(=O)C1CCC(=O)N(CCc2cccc(F)c2)C1 (stereo not drawn)	-2%	2%	-1.2	2%	-40%	11%	-6%	-13
O=C(NCC(=O)N(c1ccccc1)C(C(=O)NC1CCCCC1)c1cccnc1)c1ccco1 (stereo not drawn)	-9%	-11%	0.1	-7%	23%	1%	2%	-5
CC(=O)NCc1nc2ccccc2n1Cc1ccccc1F	-7%	5%	2.0	0%	-6%	0%	1%	-3
COc1ccc(C(=O)NCc2ccccn2)cc1	-13%	-2%	-2.2	-3%	18%	0%	12%	-1

The closing 4 compounds of the section before come first, to join the parts.
SMILES	PLK1 PBD block	Abeta rescue	IL-2 act	EPAC1 antagonist	FUS suppressor	WRN inhibitor	EPAC1 ag	PI5P4K alpha inh
Cc1nn(C)cc1CN(C)C(=O)C1CCC(=O)N(CCc2cccc(F)c2)C1 (stereo not drawn)	-2%	2%	-1.2	2%	-40%	11%	-6%	-13
O=C(NCC(=O)N(c1ccccc1)C(C(=O)NC1CCCCC1)c1cccnc1)c1ccco1 (stereo not drawn)	-9%	-11%	0.1	-7%	23%	1%	2%	-5
CC(=O)NCc1nc2ccccc2n1Cc1ccccc1F	-7%	5%	2.0	0%	-6%	0%	1%	-3
COc1ccc(C(=O)NCc2ccccn2)cc1	-13%	-2%	-2.2	-3%	18%	0%	12%	-1
Cc1cc(C)c2nc(-c3ccccc3)ccc2c1	-3%	-9%	-0.1	-6%	-12%	-10%	-4%	15
O=S(=O)(CCN1CCN(c2ccccc2O)CC1)c1cc(Cl)ccc1Cl	-5%	-14%	-2.3	6%	21%	-5%	7%	2
CNC(=O)c1ccc(NC(=O)c2cccc(C(F)(F)F)c2)cc1	-3%	-4%	0.3	6%	2%	1%	0%	5
COc1ccc(S(=O)(=O)CCC(=O)NC2CCCCC2)cc1	30µM*	17%	0.2	-2%	10%	-5%	-4%	-14
CC1(C)CC(=O)C(C=NCCc2ccc(O)cc2)=C(O)C1	-7%	-7%	-0.6	6%	-16%	0%	9%	nt
O=C1Nc2ccccc2/C1=C/c1ccc([N+](=O)[O-])cc1	5%	2%	-2.7	1%	-23%	3%	-13%	-7
COc1ccc(-c2nc(SC)n(S(=O)(=O)c3ccccc3)n2)cc1	-9%	-9%	-2.9	-10%	10%	4%[57.1 µM]	5%	-7
CC(C)Nc1nnc(SCC(=O)Nc2ccc3c(c2)C(=O)c2ccccc2C3=O)s1	-4%	-7%	-0.8	-11%	nt	?	-2%	?
N/C(=N\OC(=O)CCc1ccccc1)c1ccccc1Cl	-15%	-40%[inhibitor]	0.5	?	3%	2%	14%	0
CCOC(=O)N1CCN=C1SCc1ccc(C(F)(F)F)cc1	-1%	1%	-0.8	-5%	1%	-4%	-10%	1
C/C=C1\COC(C(=O)NCCN2CCCC2)(C(F)(F)F)C=C1C=C1CCCCC1 (stereo not drawn)	-20%	1%	-0.1	-22%	?	-2%	-30%	1
COc1ccc(-c2noc(C(C)n3nc(C)c([N+](=O)[O-])c3C)n2)cc1OC (stereo not drawn)	-2%	-37%[inhibitor]	1.1	-12%	12%	3%	-1%	3
CCc1nc2c(OCc3cc(Cl)cc(Cl)c3)cccn2c1N(C=O)Cc1ccccc1	10%	-6%	-0.5	-8%	39%	-8%	2%	-9
C=CCn1c(-c2cc3c(s2)CCC(CC)C3)n[nH]c1=S (stereo not drawn)	-17%	5%	-1.6	-12%	3%	?	-6%	?
Cc1cccc(C)c1NC(=O)COC(=O)/C=C/c1ccc(S(=O)(=O)N2CCOCC2)cc1	-1%	-16%	2.3	-19%	-4%	-10%	-7%	-9
CNC(=O)C1CCCN1S(=O)(=O)c1ccc(OC)cc1 (stereo not drawn)	-1%	4%	-0.6	1%	13%	-1%	5%	-4
CCn1c(CSc2nccn2C)nc2cc(C(=O)O)ccc21	-18%	-22%	-0.2	12%	19%	79µM*	-4%	6
O=C(Nc1nc(-c2ccccn2)cs1)c1cc(S(=O)(=O)N2CCOCC2)ccc1F	?	20%	3.6	-30%	32%	-6%	-2%	?
Cc1ccc(OCCC(=O)OCC(=O)Nc2ccc(N3CCOCC3)cc2)cc1	-4%	-4%	-2.5	-2%	17%	2%	3%	-9
CCc1cc2c(=O)c(-c3nc4ccccc4n3C)c(COCC(=O)O)oc2cc1OC(=O)C(C)(C)C	-4%	14%	-0.7	0%	?	-7%	11%	nt
COc1ccc(CCCNC(=O)C2Cc3c(-c4ccc5c(c4)OCO5)ccnc3O2)cc1 (stereo not drawn)	0%	-8%	-0.5	-16%	42%	-6%	-2%	-12
CC(=O)Nc1ccc(NC(=O)Cn2c(=O)n(-c3ccc(F)cc3)c(=O)c3oc4ccccc4c32)cc1	0%	1%	-0.9	0%	15%	-8%	4%	-20
CN1CCN(c2ccccc2NC(=O)c2ccc(-c3ccc(Br)cc3)o2)CC1	0%	10%	-2.4	-2%	13%	2%	-6%	-4
c1ccc(C[n+]2csc3ccccc32)cc1	3.8µM*	-83%[inhibitor]	-2.1	-12%	29%	-32%	-2%	nt
CC1=NN(C(=O)Cn2nc([N+](=O)[O-])c(Br)c2C)C(O)(C(F)(F)F)C1 (stereo not drawn)	-5%	17%	0.4	1%	1%	-14%	8%	-4
CCOC(=O)NC(C(Cl)(Cl)Cl)S(=O)(=O)c1ccccc1 (stereo not drawn)	-24%	8%	0.4	?	7%	-31%	-9%	1
COc1ccc(C(C)=O)cc1COC(=O)[C@H](Cc1ccccc1)NC(=O)c1ccco1	?	2%	-4.5	3%	nt	-23%	3%	-1
CC(=O)c1ccc(NC(=O)c2cc(CC(C)C)on2)cc1	-3%	-2%	0.1	-14%	-31%	2%	-9%	11
CC1(CCC(=O)N2CCCC(N3CCN(c4ccc(F)cc4)CC3)C2)CC1 (stereo not drawn)	-3%	-9%	-5.5	-2%	nt	-26%	-3%	5
COc1ccccc1C(=O)NCC(c1ccco1)N1CCc2ccccc21 (stereo not drawn)	-7%	-22%	-3.0	-3%	36%	-2%	5%	-7
O=C(CCc1c[nH]c2ccccc12)NC(Cc1ccccc1)C(=O)O (stereo not drawn)	-7%	9%	-1.7	-13%	26%	0%	-8%	0
COc1cccc(NS(=O)(=O)c2cn(C)c(=O)n(C)c2=O)c1	-13%	-3%	-2.3	-19%	-12%	-8%	-10%	0
O=C(O)CN1C(=O)/C(=C/c2cccc(Cl)c2)Oc2ccccc21	-18%	-28%	0.0	-17%	20%	-14%	-3%	21
Cc1ccc(-c2noc(CCC(=O)NCCCN3CCN(c4cccc(Cl)c4)CC3)n2)cc1	-3%	-20%	-0.4	3%	12%	-1%	-11%	25
O=C(COC(=O)CNC(=O)c1ccccc1)NCc1ccc2c(c1)OCO2	0%	-2%	-2.4	9%	nt	-13%	3%	-4
COc1ccc(C2NC(=O)NC(C)=C2C(=O)OCc2ccc3c(c2)OCO3)cc1OC (stereo not drawn)	-4%	11%	-0.5	11%	22%	-1%	4%	nt
CCOc1ccc(S(=O)(=O)N(C)CC(=O)NCCN2CCOCC2)cc1	-6%	-17%	1.0	-4%	21%	5%	-6%	0
CN(C1CCCCC1)S(=O)(=O)c1ccc(S(=O)(=O)N(CC(=O)Nc2ccccc2)C2CC2)cc1	-13%	8%	-1.0	0%	-21%	0%	-6%	1
CC12CCC(CC1=O)C2(C)C (stereo not drawn)	-7%	-8%	-2.1	-6%	-37%	-1%	7%	-11
O=C(Nc1cc(Br)ccc1O)c1cc(-c2cccs2)on1	-5%	3%	0.6	-24%	21%	-1%	3%	-15
OCCNc1c2ccccc2nc2c(F)c(F)c(F)c(F)c12	-9%	0%	-1.2	-20%	14%	0%	1%	-11
Cc1cc(C)n(C(=O)c2cccc(S(=O)(=O)N3CCOCC3)c2)n1	-4%	12%	-2.4	-5%	2%	8%	-8%	0
O=C(O)COC(=O)C1C(c2ccccc2)C(C(=O)O)C1c1ccccc1 (stereo not drawn)	-2%	-7%	1.0	35%[activator]	7%	-3%	-1%	-4
CC(=O)N=c1sc(C(C)(C)C)c(C)n1C	-4%	7%	0.6	-3%	11%	9%	-1%	-10
O=C(N/N=C/c1cc2c(cc1Br)OCO2)C1COc2ccccc2O1 (stereo not drawn)	6%	14%	1.5	2%	15%	-3%	-7%	0
Oc1ccc(N=Cc2sc3ccccc3c2Cl)cc1	-1%	-9%	-4.4	?	nt	-21%	21%	8
CCN(C(=O)COC(=O)c1c2c(nc3ccccc13)CCC2)c1c(N)n(Cc2ccccc2)c(=O)[nH]c1=O	-3%	-8%	2.2	5%	29%	1%	-3%	-24

Rows were taken by chance; overall some 4.1% were active at least once.
